# Screening data from PubChem.
# KCNQ2 block – KCNQ2 channel blockers in CHO-K1 cells – cell-based, FluxOR thallium flux, B-score, primary screen (AID 2156) | B-score at 10 µM | 310,000 compounds, 1.1% hits | 20 min; active compounds read low;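 active = fluorescence ratio B-score at most minus 3 library SDs, with starting brightness B-score within 2 library SDs, cut at about -5.5 in these data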
# Kir21 inh – inhibitors of mouse Kir2.1 inward-rectifier potassium channel; P35561; HEK293-Kir2.1, FluxOR thallium flux fluorescence; active compounds read low; B-score at 10 µM; 310,000 compounds, 0.85% hits; AID 1672;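 active = fluorescence ratio B-score at or below minus 3 SD of library scores, with starting-brightness B-score within 2 SD, cut at about -4.2 in these data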;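 note: channel flux triggered by added potassium and thallium sulfate stimulus; B-score of peak minus minimum fluorescence over baseline after thallium stimulus; more negative B-score means stronger Kir2.1 block with less thallium influx; some compounds called inactive have numbers as strong as hits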
# Target sequence (P35561 whole entry, looked up): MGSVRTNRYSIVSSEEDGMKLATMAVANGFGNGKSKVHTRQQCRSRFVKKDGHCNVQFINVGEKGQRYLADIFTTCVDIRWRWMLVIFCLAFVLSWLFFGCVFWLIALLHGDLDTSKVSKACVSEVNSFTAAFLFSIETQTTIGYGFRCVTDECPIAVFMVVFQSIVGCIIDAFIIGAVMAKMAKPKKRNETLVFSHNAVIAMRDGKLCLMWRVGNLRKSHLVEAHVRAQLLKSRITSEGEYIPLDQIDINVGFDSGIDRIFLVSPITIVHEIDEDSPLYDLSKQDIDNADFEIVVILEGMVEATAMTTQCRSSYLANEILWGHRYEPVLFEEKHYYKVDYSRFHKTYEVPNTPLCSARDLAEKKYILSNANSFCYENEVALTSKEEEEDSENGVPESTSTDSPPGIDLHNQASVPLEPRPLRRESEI
# Active calls of the source: *; i = inactive.
SMILES,KCNQ2 block,Kir21 inh
COc1cccc(N2CCN(C3C4CC5CC(C4)CC3C5)CC2)c1 (stereo unspecified),i,-0.42
Cc1oc(-c2ccccc2F)nc1CN1CCC(C(=O)NCc2ccco2)CC1,i,-1.1
CCOC(=O)N1CCN(C(=O)C(c2ccccc2)c2ccccc2)CC1,i,2
C=CCN(CC(=O)NCC1CCCO1)C(=O)CCC(=O)Nc1cc(C)on1 (stereo unspecified),i,0.97
Cc1cc(SCc2ccc([N+](=O)[O-])cc2)nc(=O)[nH]1,i,1.7
CCOC(=O)Cn1c(=O)n(Cc2ccccc2)c(=O)c2cccnc21,i,-0.83
Cc1ccc(F)cc1CNC(=O)C1CCC(=O)N(CCc2ccccc2)C1 (stereo unspecified),i,1.1
CC(C)Oc1ccc(C2CC(=O)N(Nc3ccc([N+](=O)[O-])cc3[N+](=O)[O-])C2=O)cc1 (stereo unspecified),i,1.7
CCOC(=O)/C(N=Nc1c(Br)cc(Br)cc1Br)=C(\C)O,i,0.62
CCn1c(=O)cc(OCC(=O)NCCCN2CCC(C)CC2)c2ccccc21,i,-1.1
CCOc1ccccc1CNC(=O)CCN1C(=O)COc2ccccc21,i,-0.04
Cc1nnsc1NC(=O)OCC(C)(C)C,i,2.2
COc1cc(C(=O)OC2CSCC2NC(=O)c2ccccc2)cc(OC)c1OC (stereo unspecified),i,0.42
CC(=O)n1cc([C@H]2C=C(C(=O)N3CCOCC3)O[C@@H](OCc3ccc(CO)cc3)C2)c2ccccc21,i,0.09
Cc1ccc(N/C=C(\[N+](=O)[O-])S(=O)(=O)c2ccccc2)cc1,i,0.7
COc1ccc(NC(=O)CN(c2c(C)cccc2C)S(C)(=O)=O)cc1,i,-0.25
CCOC(=O)C(CCCOc1ccc(C)cc1)C(=O)OCC,i,-1.9
Cc1ccc(-c2noc(-c3c(C)noc3C)n2)cc1,i,-0.47
COc1ccc(S(=O)(=O)N2CCN(C(=O)NCc3ccccc3)CC2)cc1,i,-2
COc1ccc(/C=N/NC(=O)C2C3CCCCC32C)cc1OC (stereo unspecified),i,0.13
C=CCSc1nc2c(cc1C#N)CCC2,i,0.81
CCOC(=O)c1c(NC(=O)CSc2nnc(CNc3ccc(Cl)cc3)o2)sc(C)c1C,i,-0.17
Cc1ccc(S(=O)(=O)N2CCN(C(=O)CN3CCCC3)C2)cc1,i,-0.02
CN(CC(=O)Nc1ccccc1F)CC(=O)Nc1ccc(F)c(F)c1F,i,0.63
O=C(O)c1nn(CCOc2cccc(Cl)c2)c(=O)c2ccccc12,i,0.81
Cc1cc(/C=N/n2cnnc2)c(C)n1-c1ccc(OCc2ccccc2F)cc1,i,1.2
O=C(c1cc2n(n1)C(C(F)(F)F)CC(c1ccco1)N2)N1CCc2ccccc2C1 (stereo unspecified),i,0.49
Cc1ccccc1OC1C(=O)N(Cc2ccc3c(c2)OCO3)C1c1sccc1C (stereo unspecified),-6*,0.09
CC(C)(C)NC(=O)CSc1nncn1NCc1cccc2ccccc12,i,-0.91
CCc1ccc2[nH]c(=O)c(CN(CCN(CC)CC)C(=O)Nc3ccccc3OC)cc2c1,i,-0.9
C=CCNC(=S)N1CCN(c2ncc(C(F)(F)F)cc2Cl)CC1,i,0.37
CC(=O)c1cccc(NC(=O)Nc2cc3sccc3n2C)c1,i,0.07
CCOC(=O)c1c(NC(=O)C2CCN(S(=O)(=O)c3cccs3)CC2)sc(C)c1C,i,0.35
Cc1ccc(C(=O)n2nc(-c3ccco3)nc2N)cc1,i,0.04
CCOP(=O)(c1ccc(N(C)C)cc1)C(O)c1ccccc1 (stereo unspecified),i,0.07
CCOc1ccc(CNCCCSc2ncccn2)cc1,i,1.1
CCNCC(=O)N1c2ccccc2CCc2ccc(NC(C)=O)cc21,i,2.7
Cc1ccc(S(=O)(=O)n2nc(C)c(Br)c2C)c(C)c1C,i,0.21
CC(C)(C)OC(=O)NCCCC1=CC2=CC(=O)C(C)(OC(=O)c3ccco3)C(=O)C2=CO1 (stereo unspecified),i,-0.65
COC(=O)c1c(NC(=O)CN2C(=O)NC3(CCc4ccccc4C3)C2=O)sc2c1CCCCC2 (stereo unspecified),i,-2.7
O=C(NCCCN1CCCCC1)c1ccc2c(c1)ncn2C1CCCC1,i,-2
CCOC(=O)c1c(C)n(OC)c2ccc3c(no[n+]3[O-])c12,i,-0.01
Cc1ccc(C)c(Cn2nnc3c(=O)[nH]c(C4CCN(S(=O)(=O)c5ccc(S(=O)(=O)N(C)C)cc5)CC4)nc32)c1,i,-0.19
CSc1cc(-c2ccc(Cl)cc2)c(C(=O)N2CCCC2)s1,i,-1.4
Cc1cc(Cl)c(S(=O)(=O)N2CCN(c3ccccc3)CC2)cc1OCC(N)=O,i,-0.18
CCN(CCCCCCN)c1ccc2c(=O)[nH][nH]c(=O)c2c1,i,0.25
COc1ccc(NC(=O)[C@@H](NC(=O)N2C[C@H]3C[C@@H](C2)c2cccc(=O)n2C3)C(C)C)cc1OC,i,1.6
O=[N+]([O-])c1ccc2c(c1)C(N1CCOCC1)/C(=C/COc1ccc3ccccc3c1Br)O2 (stereo unspecified),i,0.07
CC1(C)CC(=O)C2=C(C1)OC(N)=C([N+](=O)[O-])C2c1ccc(C#N)s1 (stereo unspecified),i,-0.79
COc1ccccc1CNC(=O)C1CCC(CNS(=O)(=O)c2ccccc2)CC1 (stereo unspecified),i,-1.6

# In the list so far, 3 have bromine.
SMILES,KCNQ2 block,Kir21 inh
CCOC(=O)/C(N=Nc1c(Br)cc(Br)cc1Br)=C(\C)O,i,0.62
Cc1ccc(S(=O)(=O)n2nc(C)c(Br)c2C)c(C)c1C,i,0.21
O=[N+]([O-])c1ccc2c(c1)C(N1CCOCC1)/C(=C/COc1ccc3ccccc3c1Br)O2 (stereo unspecified),i,0.07

# In the list so far, these contain a nitro group on carbon.
SMILES,KCNQ2 block,Kir21 inh
Cc1cc(SCc2ccc([N+](=O)[O-])cc2)nc(=O)[nH]1,i,1.7
CC(C)Oc1ccc(C2CC(=O)N(Nc3ccc([N+](=O)[O-])cc3[N+](=O)[O-])C2=O)cc1 (stereo unspecified),i,1.7
Cc1ccc(N/C=C(\[N+](=O)[O-])S(=O)(=O)c2ccccc2)cc1,i,0.7
O=[N+]([O-])c1ccc2c(c1)C(N1CCOCC1)/C(=C/COc1ccc3ccccc3c1Br)O2 (stereo unspecified),i,0.07
CC1(C)CC(=O)C2=C(C1)OC(N)=C([N+](=O)[O-])C2c1ccc(C#N)s1 (stereo unspecified),i,-0.79

# Further compounds
SMILES,KCNQ2 block,Kir21 inh
CC(C)C[C@@H](C(=O)NCC1CCCO1)N1C(=O)N2CCc3c([nH]c4ccccc34)[C@@]2(C)C1=O (stereo partly specified),i,-1
c1ccc(-c2nc(-c3cccnc3)cs2)cc1,i,-0.36
O=c1c(-n2cncn2)c[nH]n1-c1cccc(Cl)n1,i,1.1
O=C(Nc1ccc(S(=O)(=O)N2CCCCC2)cc1)C1CCCN(C(=O)c2ccc(Cl)cc2)C1 (stereo unspecified),i,1.6
Cc1[nH]nc2c1C(c1cccc(O)c1)C1=C(CC(C)(C)CC1=O)N2 (stereo unspecified),i,0.4
CC(C)c1ccccc1OCC(=O)Nc1ccccc1C(=O)N1CCOCC1,i,0.63
COc1ccc(CCN(C)C2CCCN(S(C)(=O)=O)C2)cc1OC (stereo unspecified),i,-0.77
COc1ccc(CC(=O)N/N=C(\C)CC(=O)Nc2ccc(N(C)C)cc2)cc1OC,i,0.34
O=C1C(Cl)=C(N2CCOCC2)C(=O)N1c1ccccc1F,i,-0.15
CCCCN(CC)CCNC(=O)c1nn(-c2ccc(OC)cc2)c(=O)c2c1c1ccccc1n2C,i,1.4
COc1ccc2c(C)cc(SCC(=O)Nc3cc(C(N)=O)cc(C(N)=O)c3)nc2c1,i,-0.55
Cc1nn(CC(=O)Nc2ccc(Cl)c(S(=O)(=O)N(C)C)c2)c(C)c1[N+](=O)[O-],i,0.31
COc1ccc(-c2nc(CS(=O)CC(=O)NCc3ccc4c(c3)OCO4)c(C)o2)cc1OC (stereo unspecified),i,-0.3
Nc1ncnc2c1cnn2-c1ccccc1,i,1.6
CCOC(=O)/C(C(=O)Nc1ccc(Cl)cc1Cl)=C1/NC(C)(C)Cc2ccccc21,-6.3*,-1.8
COc1ccc2oc(C(=O)OCC(=O)N3CC(C)OC(C)C3)c(C)c2c1 (stereo unspecified),i,1.3
CCN(Cc1ccccc1)C(=O)CS(=O)(=O)c1ccccc1,i,-0.26
CC1(C)CC(=O)N(CC(=O)NC2CCCC2)c2ccccc2S1(=O)=O,i,0.67
CCCc1c(C(=O)N/N=C/c2sccc2C)nnn1-c1nonc1N,i,0.79
Cc1ccc(NS(=O)(=O)c2ccc(Br)s2)nc1,i,1.6
O=C(O)/C=C/C(=O)NCc1ccccc1,i,0.57
Fc1ccc(CSc2nc3ncc(Br)cc3[nH]2)cc1,i,0.99
CC(=O)Nc1ccc(-c2cc(NC(C)=O)n(-c3ccccc3)n2)cc1,i,0.65
O=C(Nc1ccc(N2CCOCC2)cc1)c1cc2c(s1)CCCC2,i,-0.6
COc1ccc(C(=O)NCc2n[nH]c(=S)n2-c2ccccc2)cc1OC,i,-1.7
COc1cccc(-c2ccc(NC(=O)C3CCCN(Cc4cnn(C)c4)C3)cc2)c1 (stereo unspecified),i,-0.98
Cc1nn(-c2ccccn2)c(C)c1Oc1ccccc1O,i,-1.3
CN(C)S(=O)(=O)c1ccc(C(=O)NCC[N+]2(C)CCCCCC2)o1,i,1
CCOC(=O)N1CCC(NC(=O)c2ccc3c(c2)N(C)C(=O)/C(=C/c2cccc(OC)c2)S3)CC1,i,-0.05
O=C(O)c1[nH]c2ccccc2c1NS(=O)(=O)Cc1ccccc1,i,0.99
COc1ccc(CCNC(=O)CCc2ccc(S(=O)(=O)NCC(C)C)cc2)cc1OC,i,0.88
CCC(=O)c1cc(F)ccc1OCC(=O)N1CCN(c2ccc(F)cc2)CC1,i,0.57
CCCCN(C)Cc1c(C)[nH]c2ccc(C)cc2c1=O,i,-3.3
C=CC[n+]1c(/C=C2\C=Cc3cc(C)ccc3N2CC)ccc2ccccc21,-9.8*,-6.5*
COc1ccc(Cl)cc1NC(=S)NC1CCCC1,i,0.76
CN1CCN(CC#Cc2ccccc2)CC1CCO (stereo unspecified),i,1.1
CC1CCC2=NN(C(=O)c3ccco3)C(O)(C(F)(F)F)C2C1 (stereo unspecified),i,-0.82
Cc1ccsc1/C=N/NC(=O)C1CC(=O)N(c2ccccc2)C1 (stereo unspecified),i,-0.08
Cc1nnc(SCc2nnc(-c3ccccc3Br)o2)n1-c1ccccc1,i,-0.24
COc1cc(NC2CCCCC2O)c2nc(-c3ccc(Cl)cc3)ccc2c1 (stereo unspecified),i,1
CC(=O)Nc1cccc(-c2csc(Nc3ccc(Cl)cn3)n2)c1,i,0.1
O/N=C/c1cn(-c2ccccc2)nn1,i,-0.67
CC1(C)OC(=O)C(=CNc2ccccc2)C(=O)O1,i,-1.4
Cc1nc2sc(C(=O)c3ccccc3)c(N)c2c2c1CCCC2,i,-0.38
Cc1ccc[n+](C(C)C(=O)Nc2ccc(C)c([N+](=O)[O-])c2)c1 (stereo unspecified),i,0.47
CCOC(=O)C(NC(=O)c1ccc(OC)cc1)(N1CCOCC1)C(F)(F)F (stereo unspecified),i,2.2
COc1ccc(Cl)cc1NC(=O)CCN1CCN(C)CC1,i,0.37
CCc1cc(CNC(=O)C2CCC(=O)N(Cc3cccc(F)c3)C2)on1 (stereo unspecified),i,-3.3
CCN(CC)c1ccc(N2C(=NC(=O)C3CCCO3)SC3CS(=O)(=O)CC32)cc1 (stereo unspecified),i,0.05
C/C(=N/NC(=O)C1CCCCC1)c1ccc([N+](=O)[O-])cc1,i,-1.4

# Sorted by number of heavy atoms (descending): some entries from above
SMILES,KCNQ2 block,Kir21 inh
CCc1cc(CNC(=O)C2CCC(=O)N(Cc3cccc(F)c3)C2)on1 (stereo unspecified),i,-3.3
CC(=O)Nc1cccc(-c2csc(Nc3ccc(Cl)cn3)n2)c1,i,0.1
O/N=C/c1cn(-c2ccccc2)nn1,i,-0.67

# Carrying on.
SMILES,KCNQ2 block,Kir21 inh
O=C1CN(C(=O)c2ccccc2[N+](=O)[O-])C(c2ccccc2)c2cc(Br)ccc2N1 (stereo unspecified),i,1.3
Nc1c(NCc2ccccc2)c(=O)[nH]c(=O)n1Cc1ccccc1,i,0.11
Cc1ccccc1Cn1nc(C)c(NC(=O)c2noc3c2CCc2ccccc2-3)c1C,i,-0.05
CC(C)(C)SC(=O)CC1NS(=O)(=O)OCC1NC(=O)OCC(Cl)(Cl)Cl (stereo unspecified),i,-0.73
COc1ccc(NC(=O)CN(C)C(=O)c2ccc(-c3cccc(C(F)(F)F)c3)o2)cc1,i,1.3
CC(=O)NCc1ccc(C(=O)CCl)cc1,i,-0.6
Cc1cc2[nH]c(=O)c(=O)[nH]c2cc1S(=O)(=O)Nc1cccc(Cl)c1,i,0.53
COc1cc(NC(=O)c2ccc3c(c2)OCCO3)ccc1NC(=O)c1ccccc1Cl,i,-0.68
Nc1nc2ccc(NC(=O)c3ccco3)cc2s1,i,0.36
CCCCN(C)C(=O)Cn1cnc2sc(C)cc2c1=O,i,-0.01
CC1(C)C(c2ccccn2)=[N+]([O-])C(C)(C)N1O,i,-0.23
O=C(CSc1nc2ccccc2c(=O)[nH]1)N1CCN(S(=O)(=O)c2ccccc2)CC1,i,2.5
CCc1nn2c(=O)cc(N3CCN(c4cc(C)nc5ccccc45)CC3)nc2s1,i,2.8
CC(=O)C1=C(O)C(=O)N(CCCO)C1c1ccccc1 (stereo unspecified),i,0.32
CN(C)S(=O)(=O)c1ccc(C(=O)NCCOc2ccc(F)cc2)cc1,i,0.03
